FLuc counter = counter-screen for miR-21 project: firefly luciferase inhibitors or activators; purified FLuc, Km substrates, luminescence inhibition; Potency, µM (doses to about 57.5 µM), for the others: at the top dose activity change, negative = inhibition, actives largely listed as inhibitors; 360,000 compounds, 6.9% hits; AID 588342;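 further: potency means the concentration at half of the fitted maximal effect; plate controls were vehicle for no effect and reference inhibitor for full effect; nearly all actives have a fitted effect of over 55% in size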
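Purified P. pyralis luciferase (10nM final) with 10uM D-luciferin and 10uM ATP (Km levels) in 50mM Tris acetate pH 7.5, 10mM Mg acetate, 0.01% Tween-20, 0.05% BSA; qHTS 6-point titration, ~60 µM downward; luminescence read.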
p53 reactivation = mutant p53 re-activation in reporter cells | H1299 p53-A138V BP100-luciferase reporter, luminescence, 24 h | Potency, µM (top dose mostly 92.2 µM), for inactives: at the highest dose activity change, positive = activation, actives largely listed as activators | 320,000 compounds, 0.063% hits; further: potency means the concentration at half of the fitted maximal effect; % of control where 0% means no effect; nearly all actives have a fitted effect of over 45% in size
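p53-null H1299 cells stably carrying temperature-sensitive p53-A138V and a BP100-luciferase reporter were pinned with compounds (4-point, 1:5 series) and held 24 hrs at 37 deg C. Luminescence was read 10 min after detection reagent.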
ELG1 genotox = induces genotoxicity in HEK293T cells with luciferase-tagged ELG1. 330,000 compounds, 1.3% hits. Potency, µM (top dose mostly 46 µM), for the others: at the highest dose activity change, positive = activation, actives largely listed as activators. HEK293T ELG1-luciferase reporter, luminescence, 16 h. AID 504466; further: potency means the concentration at half of the fitted maximal effect; % of control where 0% means no effect; nearly all actives have a fitted effect of over 60% in size
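Step 1: seed 2,000 HEK293T ELG1-luciferase cells per well. Step 2: add compound or DMSO, incubate 16 hr at 37 °C. Step 3: ONE-Glo, 30 min at room temperature, read luminescence.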
Rab9 promoter act = activators of Rab9 promoter. AID 485297. Huh7 Rab9 promoter-luciferase reporter, luminescence, 24 h. 320,000 compounds, 2.8% hits. Potency, µM (doses to about 9.22 µM), for inactives: top-dose activation, negative = inhibition, hits mostly activators; further: potency means the concentration at half of the fitted maximal effect; % of control where 0% means no effect; nearly all actives have a fitted effect of over 60% in size
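Luciferase signal after 10 min detection reagent at ambient indicates Rab9 promoter upregulation; stably transfected Huh7 cells were treated 24 h with compound in DMSO at 37 °C, 5% CO2.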
RORgamma inh = blocks mouse ROR gamma transcriptional activity. AID 2551. Potency, µM (top dose mostly 53.6 µM), without a hit: at the top dose activity change, negative = inhibition, hits mostly inhibitors. 310,000 compounds, 5.4% hits. Drosophila S2 Gal4-RORgamma UAS-luciferase reporter, 20 h; further: potency means the concentration at half of the fitted maximal effect; on the % scale 0 is the no-effect control and ±100 the full control effect; nearly all actives have a fitted effect of over 60% in size
Target sequence (P51450 whole entry, looked up, the tested form may be a part): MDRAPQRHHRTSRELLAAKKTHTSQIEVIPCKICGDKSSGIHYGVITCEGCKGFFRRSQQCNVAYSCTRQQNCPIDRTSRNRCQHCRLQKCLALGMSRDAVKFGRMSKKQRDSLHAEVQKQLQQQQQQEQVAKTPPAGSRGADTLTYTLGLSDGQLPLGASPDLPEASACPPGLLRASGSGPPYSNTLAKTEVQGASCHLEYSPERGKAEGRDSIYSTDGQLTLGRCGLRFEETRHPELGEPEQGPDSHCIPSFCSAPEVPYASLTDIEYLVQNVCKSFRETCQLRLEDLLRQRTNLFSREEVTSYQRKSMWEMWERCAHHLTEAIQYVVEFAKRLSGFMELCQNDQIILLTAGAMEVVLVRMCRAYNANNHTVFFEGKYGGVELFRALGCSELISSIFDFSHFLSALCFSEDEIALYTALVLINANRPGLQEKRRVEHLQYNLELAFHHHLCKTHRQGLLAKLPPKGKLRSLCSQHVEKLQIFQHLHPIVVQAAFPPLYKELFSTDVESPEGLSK
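Luminescence from a UAS-regulated Photinus luciferase reporter in stably transfected Drosophila Schneider cells is measured; decreased signal marks ROR gamma inhibition. Fusion expression is induced by 700 uM copper sulfate for 20 hr.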
Gal4-VP16 FLuc = inhibits Gal4-VP16 luciferase reporter, ROR gamma counter-screen; 310,000 compounds, 3.5% hits; Potency, µM (doses to about 53.6 µM), for the others: at the top dose activity, negative = inhibition, usual class: inhibitors; Drosophila S2 Gal4-VP16 UAS-luciferase, luminescence, 20 h;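 further: Gal4-VP16 expression switched on by copper sulfate through the metallothionein promoter; potency means the concentration at half of the fitted maximal effect; on the % scale 0 is the no-effect control and ±100 the full control effect; nearly all actives have a fitted effect of over 50% in size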
Menin MLL FP TR = inhibitors of human menin-MLL interaction, mutant MLL peptide. O00255. Menin + Texas Red MLL mutant peptide, fluorescence polarization. Potency, µM (top dose mostly 61.6 µM), inactives show at the highest dose FP activity change, negative = inhibition, most hits filed as inhibitors. 270,000 compounds, 0.23% hits; active means well fitted inhibition curve with a large enough effect in the polarisation, with a control signal flat, not every such curve was filed as active; inconclusive means small, poorly fitted or top-dose-only effect, or effect the other way, or a change in a side signal; inactive means no such curve, though single readings can be large or run the other way; the % refers to the polarisation; further: potency means the concentration at half of the fitted maximal effect; % of control where 0% means no effect; many of its hits are not listed in these tables
NPC1 promoter act = activates the NPC1 promoter | Huh7 NPC1 promoter luciferase reporter, 24 h | Potency, µM (highest dose often 9.22 µM), for the others: at the top dose activation, usual class: activators | 320,000 compounds, 2.4% hits | AID 485313;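 further: potency means the concentration at half of the fitted maximal effect; % of control where 0% means no effect; nearly all actives have a fitted effect of over 60% in size; reporter is driven by a mutant NPC1 promoter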
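Luciferase expression driven by the NPC1 promoter was measured in stably transfected Huh7 cells after a 24 h compound incubation, using a luciferase reagent and a luminescence read.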
Giardia killer = kills Giardia lamblia | Giardia lamblia trophozoite viability | activity change, % at 7.66 µM, hits read low | 340,000 compounds, 0.15% hits; in the data active means activity change below about -80%; inconclusive means between about -30% and that limit;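 further: parasites exposed to compound for two days anaerobically before the ATP read; on the % scale 0 is the no-effect control and ±100 the full control effect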
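Anaerobic 48 hrs incubation at 37 deg C of 100 trophozoites/well with test compounds; ATPLite 1-Step luminescence, 15-30 min RT, reports cellular ATP as viability.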
PKM2 activator = PKM2 (human) enzyme activation; P14618; purified PKM2, Kinase-Glo ATP luminescence, activation; response scale: 0% is enzyme alone, no compound; Potency, µM (series often up to 57.5 µM), inactives show top-dose activation, most hits filed as activators; 260,000 compounds, 0.34% hits; AID 1631; further: potency means the concentration at half of the fitted maximal effect; on the % scale 0 is the no-effect control and ±100 the full control effect; nearly all actives have a fitted effect of over 55% in size
Target sequence (P14618 whole entry, looked up): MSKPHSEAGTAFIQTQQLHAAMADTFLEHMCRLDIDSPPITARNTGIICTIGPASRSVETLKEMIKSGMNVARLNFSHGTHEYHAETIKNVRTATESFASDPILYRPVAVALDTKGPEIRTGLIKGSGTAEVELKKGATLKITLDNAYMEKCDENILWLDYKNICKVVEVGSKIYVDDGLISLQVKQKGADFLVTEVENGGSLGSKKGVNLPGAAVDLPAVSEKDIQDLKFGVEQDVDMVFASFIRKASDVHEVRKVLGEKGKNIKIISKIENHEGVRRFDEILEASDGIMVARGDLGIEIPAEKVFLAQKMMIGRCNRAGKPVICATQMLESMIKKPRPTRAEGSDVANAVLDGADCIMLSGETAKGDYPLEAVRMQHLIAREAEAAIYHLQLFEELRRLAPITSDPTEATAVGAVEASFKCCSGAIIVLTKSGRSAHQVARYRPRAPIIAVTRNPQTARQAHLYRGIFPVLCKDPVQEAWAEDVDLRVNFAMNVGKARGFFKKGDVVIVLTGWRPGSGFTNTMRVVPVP
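Purified hPK-M2 (>95%) run at intermediate activity with 0.1 mM ADP and 0.5 mM PEP in 50 mM imidazole pH 7.2, KCl, MgCl2; 1 h room temperature. ATP formed read by Kinase-Glo luminescence; normalized to uninhibited and no-enzyme controls.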
BRCA1 expr act = BRCA1 expression activation; MCF7-BRCA1-FFLuc reporter, luminescence, 48 h; response scale: scaled: vehicle 0%, 10 µM genistein 100%; Potency, µM (series often up to 46.1 µM), inactives show at the highest dose activation, usual class: activators; 380,000 compounds, 1.1% hits; AID 624202; further: potency means the concentration at half of the fitted maximal effect; nearly all actives have a fitted effect of over 80% in size; some results filed as inactive show a strong effect at the top dose
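Reporter cells (MCF7, BRCA1 promoter-firefly luciferase) received library compounds across a concentration series for 48 h. End-point luminescence was measured and concentration-effect curves derived after normalization.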
* hit, by the source's call; ? = inconclusive; . = not tested or not shown; & = joins results of further samples; [ ] = another dose, or the depositor's remark. Unless noted, the call rests on the fitted dose curve; in most records, active means well fitted curve in the direction sought with a large enough effect; inconclusive means small, poorly fitted or top-dose-only effect, or another doubt; inactive means no such curve, though single readings can be large; an effect the other way counts as inactive or inconclusive. The list is partial, so the mix of outcomes need not match the whole.

SMILES	FLuc counter	p53 reactivation	ELG1 genotox	Rab9 promoter act	RORgamma inh	Gal4-VP16 FLuc	Menin MLL FP TR	NPC1 promoter act	Giardia killer	PKM2 activator	BRCA1 expr act
O=C(CC1SCCNC1=O)Nc1ccc(Cl)c(Cl)c1 (centres undefined)	?	-2%	14%	29%	27%	?	13%	16%	-11	-3%	73%
CCOC(=O)c1ccc(NC(=O)C2CCCN(S(=O)(=O)c3ccc(F)cc3)C2)cc1 (centres undefined)	2%	-10%	-37%[inhibitor]	0%	?	-5%	7%	-3%	-16	14%	0%
COc1ccc(CCNC(=O)c2cn3ccc(C)cc3n2)cc1OC	-3%	-2%	-3%	3%	2%	-5%	-7%	-30%	19	1%	3%
COc1ccc(NC(=O)CCSCCC(=O)Nc2ccc(OC)cc2OC)c(OC)c1	3%	-5%	0%	-6%	20%	-6%	-18%	1%	0	-1%	-7%
CCCCNC(=O)c1cn(CC)c2ccc(S(=O)(=O)N3CCCC3)cc2c1=O	2%	-10%	1%	-1%	9%	5%	-9%	-10%	14	.	-10%
O=C(NC1CC1)C1=C[C@H](C2CCCCC2)C[C@H](OCCCCO)O1	2%	-1%	7%	1%	20%	5%	.	-3%	20	1%	0%
CCn1c(NCc2cccc(OC)c2OC)nc2ccccc21	?	21%	2%	22%	-26%	-1%	2%	3%	-16	1%	52%
COc1ccc(C(=O)NCC(=O)N2CC=C(c3ccccc3)CC2)cc1OC	.	1%	-5%	-2%	.	.	.	0%	-2	.	-3%
O=C(C1CCCO1)N1CCN(S(=O)(=O)c2ccc(F)cc2)CC1 (centres undefined)	2%	2%	-1%	-1%	.	.	.	6%	-2	.	25%
O=C(CCc1nc2ccccc2[nH]c1=O)OCc1ccc(S(=O)(=O)N2CCOCC2)cc1	2%	-4%	1%	3%	16%	4%	-15%	-2%	-9	-10%	-7%
CCOc1c2ccc(C(=O)NCc3cc(C(F)(F)F)cc(C(F)(F)F)c3)cc2nn1CCOC	1%	7%	2%	-6%	8%	-14%	-12%	-4%	1	-7%	18%
CC(C)(C)c1cc(=O)[nH]c(SCc2ccccc2Cl)n1	?	-2%	-3%	-3%	-43%	-5%	-7%	-4%	-1	2%	-26%
O=C(NC1CCCCCC1)c1c2c(nc3ccccc13)CCN(Cc1ccccc1)C2	3%	6%	-7%	-1%	23%	-2%	-7%	-1%	8	-5%	-40%
COc1ccc(Cl)cc1Nc1nc(C)nc2c1oc1ccccc12	0%	17%	15%	9%	-28%	4%	12%	17%	-8	.	-41%
O=C(CCNC(=O)c1ccccc1)NCC1CCCCC1	7%	-1%	5%	3%	20%	-14%	-12%	0%	-11	-5%	0%
CCC1CCCCN1CCCNC(=O)Cn1nc(C)n2nc(-c3ccccc3)cc2c1=O (centres undefined)	0%	-6%	-2%	-4%	-31%	-12%	.	-3%	-19	.	4%
CC1CN(C(=O)Nc2ccc3snnc3c2)c2ccccc21 (centres undefined)	19µM*	7%	?	4%	-1%	5%	?	-1%	16	1%	34%
COc1cc(C)c(Cl)cc1S(=O)(=O)NCc1ccco1	3%	2%	-1%	-8%	7%	2%	-5%	-2%	-6	-12%	-9%
CC(C)CCn1c(CN2CCN(c3cccc(Cl)c3)CC2)nc2c1c(=O)n(C)c(=O)n2C	1%	-2%	-3%	0%	11%	-9%	.	-2%	3	-13%	-13%
O=C(NCc1ccco1)c1ccc(Cl)nc1	-1%	-1%	-2%	2%	4%	0%	.	-2%	-5	2%	-2%
O=C(Nc1ccccc1)OC1C2CCC1C(N1CCCCC1)CC2 (centres undefined)	-5%	2%	-4%	-11%	9%	19%	4%	-2%	12	5%	3%
COc1ccccc1C(=O)NCCNc1nc2cc(C)cc(C)c2cc1C#N	-14%	-9%	-11%	2%	11%	-9%	1%	-8%	7	0%	-36%
O=C(CCCn1c(=S)[nH]c2cc3c(cc2c1=O)OCO3)NCCc1ccccc1Cl	0%	3%	-3%	0%	?	?	.	17%	0	.	-7%
O=C(NCc1cccnc1)/C(=C\c1ccc(-c2ccc(Br)cc2)o1)S(=O)(=O)c1ccccc1	-8%	-39%[inhibitor]	-12%	-16%	?	?	15%	-17%	-21	24%	-92%[inhibitor]
Cc1ccc2c(c1)C(c1ccc([N+](=O)[O-])cc1)=NNC(c1ccc(Br)cc1)=N2	0%	3%	12%	-5%	-17%	-3%	-3%	-4%	-18	-2%	0%
Cc1ccc(OCCCn2ccnc2)c(Br)c1	?	0%	0%	-7%	?	?	6%	-6%	26	-1%[11.5 µM]	34%
COc1ccc(C)cc1NC(=O)c1nnn(Cc2cccc(C(F)(F)F)c2)c1N	-2%	0%	-18%	-6%	16%	1%[10 µM]	?	-1%	13	12%	-16%
Cc1ccccc1C(=O)c1cccn1CC(=O)NCCCc1ccccc1	-7%	-14%	2%	0%	10%	-4%	1%	-2%	29	.	-2%
O=C(c1ccc(Cl)cc1)c1ccc(CN2C(=O)c3ccccc3C2=O)o1	2%	-15%	-4%	4%	1%	1%	-3%	3%	-11	1%	-4%
O=C1CSC(c2cccnc2)N1c1ccc(F)cc1 (centres undefined)	0%	4%	-1%	3%	18%	4%	-4%	-2%	-11	1%	4%
O=C(NCc1ccncc1)c1cncc(Br)c1	-1%	-2%	-4%	14%	5%	0%	-5%	-3%	8	-1%	5%
CC1=C(C(=O)Nc2ccccn2)C(c2ccc(Cl)cc2Cl)NC(=S)N1 (centres undefined)	-15%	17%	?	1%	-42%	-1%	0%	0%	1	1%	-17%
CSc1nc(SCC(N)=O)c2c3c(sc2n1)CN(C)CC3	-19%	-6%	1%	9%	-5%	-7%	1%	1%	36[activator]	-2%	0%
CC(=O)c1ccc(OCc2cc(C(=O)NC3CCCCC3)no2)cc1	?	-13%	-6%	4µM*	-39%	9%	.	3.5µM*	32[activator]	2%	?
CCOC(=O)c1ccc(NC(=O)CC2OCCN(CC)C2=O)cc1 (centres undefined)	?	24%	-1%	-2%	20µM*	?	0%	0%	2	28%	-1%
CCC1CCC(c2nnc(-c3ccc([N+](=O)[O-])cc3)o2)CC1 (centres undefined)	?	?	9%	0%	21%	18%	-2%	-1%	0	8%	40%
CCn1c(-c2cccnc2)n[nH]c1=S	5%	2%	-1%	-7%	?	-10%	2%	2%	13	-2%	-1%
CCC(=O)NCCNc1nc2cc(C)c(C)cc2cc1C#N	-2%	-5%	5%	4%	-23%	-4%	2%	2%	-25	2%	3%
COc1ccc(-c2csc(NC(=O)c3cccs3)c2C(=O)O)cc1OC	24µM*	-5%	-3%	15%	-2%	-16%	?	13%	-4	-64%	-2%
CC(C)N1CSC(=S)N(Cc2ccccc2)C1	2%	1%	3%	-9%	-12%	2%	19%	-12%	?	-2%	-32%
COc1ccc(C)cc1N(C(=O)COc1cccc(F)c1)c1nc2ccccc2s1	0%	?	-1%	1%	-24%	-16%	-21%	5%	-23	-7%	-61%
Cc1ccc(NS(=O)(=O)c2ccc3c(c2)NC(=O)C(C)C(=O)N3)c(Br)c1 (centres undefined)	0%	.	1%	0%	26%	-1%	7%	1%	-10	-6%	-7%
OCc1ccc(-c2nn(Cc3ccccc3)c3ccccc23)o1	-8%	1%	?	-40%[inhibitor][46.1 µM]	.	.	2%	-32%[inhibitor][46.1 µM]	-10	.	-18%&-10%
CN(Cc1ccccc1)c1nc(N)c([N+](=O)[O-])c(NCc2ccccc2)n1	0%	6%	-2%	0%	19%	-15%	2%	-2%	-12	-3%	-48%
CN(C(=O)CSc1nnc(-c2ccccc2F)o1)c1ccccc1	-24%	4%	11%	23%	.	.	.	27%	7	.	11µM*
N/C(=N\c1nc2c(c(=O)[nH]1)CCC2)Nc1cccc(Cl)c1	2%	9%	-2%	-11%	1%	?	8%	-9%	-7	3%	-52%
CCOCCCNc1ncnc2c1[nH]c1ccccc12	?	-25%	-1%	-9%	15%	?	9%	1%	8	-2%	1%
CCOC(=O)C1(Cc2cccc(OC)c2)CCN(C(C)CC(C)(C)O)CC1 (centres undefined)	?	3%	11%	-1%	-2%	-12%	38%[activator]	-6%	-23	-3%	8%
CCN1CCN(C(=O)/C=C/c2ccc([N+](=O)[O-])cc2)CC1	-1%	0%	0%	-1%	13%	29%	-14%	-4%	29	-2%	5%

High-throughput results deposited in PubChem by National Center for Advancing Translational Sciences (NCATS).
